Screening data deposited in PubChem by several laboratories.
Furin inhibitor: inhibitors of human furin; purified furin, fluorogenic substrate cleavage; inhibition, % at 30 µM; 0.061% of 220,000 active; P09958; in the data active = inhibition above about 25%; also: inactives centre near -15
Target sequence (P09958 108-714 limits assumed): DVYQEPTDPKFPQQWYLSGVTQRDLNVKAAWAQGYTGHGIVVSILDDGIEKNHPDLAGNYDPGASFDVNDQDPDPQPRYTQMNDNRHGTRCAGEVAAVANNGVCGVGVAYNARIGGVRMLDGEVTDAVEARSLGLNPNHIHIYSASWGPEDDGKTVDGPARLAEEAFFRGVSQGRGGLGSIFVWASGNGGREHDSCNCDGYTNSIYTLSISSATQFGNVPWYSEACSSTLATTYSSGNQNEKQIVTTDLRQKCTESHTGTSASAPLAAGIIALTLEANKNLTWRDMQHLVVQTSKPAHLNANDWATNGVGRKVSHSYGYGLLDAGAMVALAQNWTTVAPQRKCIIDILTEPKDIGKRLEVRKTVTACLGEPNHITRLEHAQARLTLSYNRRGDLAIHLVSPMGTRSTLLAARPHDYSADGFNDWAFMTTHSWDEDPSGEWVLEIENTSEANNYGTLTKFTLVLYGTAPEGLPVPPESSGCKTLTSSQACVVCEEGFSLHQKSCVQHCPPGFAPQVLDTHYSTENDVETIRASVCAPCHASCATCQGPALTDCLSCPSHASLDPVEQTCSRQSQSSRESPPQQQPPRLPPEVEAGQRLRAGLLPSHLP
PPC-1+TRAIL kill: compounds killing PPC-1 cancer cells with TRAIL present (potentiator screen, no TRAIL-free arm). PPC-1 cells + TRAIL, ATPLite viability luminescence. AID 1443. 0.41% of 220,000 active. cell killing (% activity), % at 4 µM;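 active = cell killing above 50% in the first pass at 4 µM, then a duplicate retest at 5 µM averaging 50% or more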;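 also: plate controls were cells with TRAIL plus DMSO for no effect and medium-only wells lacking cells for full effect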
PGE2 EP2 inh: EP2 receptor (human) inhibition; P43116; 0.52% of 260,000 active; inhibition, % at 25 µM; C6 glioma cells expressing human EP2, cAMP TR-FRET; cells stimulated with saturating PGE2;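 active = percent inhibition above 40 after rounding to a whole number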;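 also: rat C6 glioma host cells with rolipram phosphodiesterase inhibitor present; the protocol text gives 20 µM as final concentration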
p97 inhibitor: inhibitors of human p97 ATPase; recombinant p97 ATPase, Kinase-Glo ATP luminescence, 3 h; 0.42% of 220,000 active; inhibition, % at 8 µM; P55072; in the data active = inhibition above about 15%;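 also: 0% = DMSO vehicle and 100% = wells lacking enzyme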
BaF3 parental: reduces parental Ba/F3 cell viability, JAK2V617F counter-screen; CellTiter-Glo ATP luminescence; inhibition, % at 5.6 µM; 1.1% of 220,000 active; AID 1486;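 active = inhibition above a per-campaign cutoff, the mean inhibition of all tested compounds plus 3 SD, cut at about 27% in these data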;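 also: 0% = DMSO wells and 100% = JAK Inhibitor I control wells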
RBBP9 inhibitor: human RBBP9 hydrolase inhibition | inhibition, % at 7.94 µM | O75884 | recombinant RBBP9, FP-Rh probe fluorescence polarization | AID 1515 | 0.2% of 220,000 active;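 active = inhibition above the campaign mean of all tested compounds plus 3 SD, cut at about 14% in these data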;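 also: plate controls were DMSO wells with RBBP9 for no effect and wells lacking RBBP9 protein for full effect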
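System: RBBP9 protein / Buffer or medium: Tris/NaCl buffer pH 8.0 with 0.1% Pluronic / Probe or stimulus: Serine-hydrolase probe FP-Rh, 375 nM pre-mixing / Dosing: 7.94 µM single dose, 0.794% DMSO / Times: enzyme-compound preincubation 30 min, then probe labeling 45 min, 25 °C / Technique: fluorescence polarization (mP), excitation 525 nm, emission 598 nm / Replication: singlicate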
Tb hexokinase: blocks Trypanosoma brucei hexokinase 1 activity; recombinant TbHK1, G6PDH-coupled NADH A340; inhibition, % at 10 µM; 0.11% of 220,000 active; AID 1430;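 active = inhibition of 50% or more in the single-dose primary screen; inactive = inhibition below 50%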
Ba/F3 V617F tox: loss of viability in JAK2V617F-driven Ba/F3 cells. 1.1% of 220,000 active. AID 1446. inhibition, % at 5.6 µM. Ba/F3 EpoR-JAK2V617F viability, ATP luminescence;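 active = inhibition above the campaign mean plus 3 SD over all tested compounds, cut at about 24% in these data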;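 also: cytokine-independent growth of Ba/F3 cells driven by EpoR plus mutant JAK2; 0% = DMSO-treated cells and 100% = JAK inhibitor I control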
NCF1 inh: inhibitors of human p47phox binding | P14598 | p47phox/p22phox peptide binding, fluorescence polarization, 2 h | inhibition, % at 24.7 µM | 0.53% of 220,000 active | AID 1274;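 active = inhibition above about 30%, limit read from the data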;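 also: 0% = p47phox with labelled peptide and 100% = labelled peptide alone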
Target sequence (P14598 whole entry, looked up): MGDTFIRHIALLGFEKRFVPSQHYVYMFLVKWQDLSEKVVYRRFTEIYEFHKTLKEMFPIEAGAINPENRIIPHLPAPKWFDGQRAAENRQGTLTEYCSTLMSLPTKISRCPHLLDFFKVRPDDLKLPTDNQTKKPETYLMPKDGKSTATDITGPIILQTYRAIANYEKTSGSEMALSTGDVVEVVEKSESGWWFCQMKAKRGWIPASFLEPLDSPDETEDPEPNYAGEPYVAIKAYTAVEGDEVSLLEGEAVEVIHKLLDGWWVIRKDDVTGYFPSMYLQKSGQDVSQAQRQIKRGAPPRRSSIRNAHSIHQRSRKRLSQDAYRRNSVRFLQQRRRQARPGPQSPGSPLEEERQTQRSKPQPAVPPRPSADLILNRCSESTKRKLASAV
The depositor's hits bear a star; . = not tested or not shown; & = joins results of further samples; [ ] = another dose, or the depositor's remark. Not all compounds are listed; rates above refer to the full screens.

SMILES	Furin inhibitor	PPC-1+TRAIL kill	PGE2 EP2 inh	p97 inhibitor	BaF3 parental	RBBP9 inhibitor	Tb hexokinase	Ba/F3 V617F tox	NCF1 inh
CC(C)c1csc(CN2CCN(CCc3ccccc3)C(CCO)C2)n1 (stereo unspecified)	-8	-11	1	5	7	5	-2	1	5
O=C(NC1CCCCCCC1)c1cc(-c2ccccn2)nc2ccccc12	-23	-4	2	5	4	-5	-7	0	-6
O=C(NC(=S)Nc1ccc(CN2CCCCC2)cc1)c1cccc(OCc2ccccc2)c1	-16	36	4	3	5	-2	20	2	-10
CCC(C)C(NC(=O)c1ccccc1NC(=O)c1ccco1)C(=O)NNC(=O)c1ccncc1 (stereo unspecified)	1	-1	7	3	-1	2	-13	-3	0
CCOc1ccc(S(=O)(=O)Nc2ccc(C(=O)NN)cc2)cc1	-21	4	1	3	-10	-28	-4	0	-11
CCOC(=O)c1cc(-c2nnc(-c3ccc(Oc4ccccc4)cc3)o2)c(C)nc1C	-15	22	6	3	0	0	7	-3	-11
O=C(c1ccccc1)n1ccn(-c2ccccc2)c1=S	-8[20 µM]	12	6	0	7	-6	-28	3	-21
CC(C)(C)NC(=O)Cn1c(=O)oc2cc(S(=O)(=O)N3CCc4ccccc43)ccc21	-5	-7	21	-4	6	-10	-4	-4	-9
N#CC1(Nc2ccccc2)C(=O)Nc2ccccc21 (stereo unspecified)	-17[20 µM]	-11	16	2	3	-5	-21	0	-5
COc1ccc(C2C(C(=O)NCc3ccccn3)CCC(=O)N2c2cc(OC)c(OC)c(OC)c2)cc1 (stereo unspecified)	-19	7	5	3	-4	-7	0	18	1
CC(C)c1nc(=S)n(-c2ccccc2)[nH]1	-22	18	4	-1	0	-5	6	-2	-3
Cc1ccc(C(=O)Nc2ncc3c(Cl)cccc3n2)cc1	-3[20 µM]	74*[5 µM]	13	-27	13	-7	-3	16	-1
CCOC(=O)/C(C#N)=C/C=C1/C=CC=CN1C	7	-20	12	6	-1	3	-12	-1	-17
CN1CCC(NC(=O)c2ccncc2)CC1	-22	14	14	0	7	-6	12	6	-13
O=C(c1ccc(COc2ccc(Br)cc2)o1)N1N=C(C(F)F)CC1(O)C(F)F (stereo unspecified)	-15	23	8	1	6	-8	-2	1	-1
COc1cccc(CNC(=O)C2=C(C)C(=O)OC23CCC(C)CC3)c1 (stereo unspecified)	3[20 µM]	13	12	3	0	3	-1	-1	3
c1ccc(OCCOCCN2CCc3ccccc3C2)cc1	-22	13	7	4	2	1	19	-1	-2
Cn1cc([N+](=O)[O-])c(C(=O)Nc2nccs2)n1	-23	-8	27	17*	-6	1	-6	-6	-4
O=C1c2ccccc2C(=O)N1c1ccc(Cc2ccncc2)cc1	-10	0	16	-3	-1	-11	-14	0	3
CN(C(=O)CC1C(=O)NCCN1Cc1ccc(F)c(F)c1)C1CCOCC1 (stereo unspecified)	-35	4	12	5	0	-1	-1	-7	-7
O=C(Nc1ccc(Cl)cc1C(F)(F)F)C(Sc1cccc[n+]1[O-])c1ccccc1 (stereo unspecified)	-11	23	7	4	0	-3	-5	-1	-7
S=C(Nc1ccccc1Oc1ccccc1)NC1CCCC1	1	10	7	2	2	5	0	0	5
CCOC(=O)c1sc(NC(=O)c2cc(-c3ccc(C)cc3)nc3ccccc23)c(C#N)c1C	-7[20 µM]	19	4	3	1	-9	-7	-2	-26
Fc1ccccc1Nc1nc(-c2ccncc2)nc2ccccc12	-9	27	4	3	8	-3	-14	-2	-39
Cc1ccccc1OCCOc1ccccc1C=C(C#N)C#N	-10	3	8	7	5	-11	26	-1	-39

5 of the compounds above, bar-delimited:
compound | Furin inhibitor | PPC-1+TRAIL kill | PGE2 EP2 inh | p97 inhibitor | BaF3 parental | RBBP9 inhibitor | Tb hexokinase | Ba/F3 V617F tox | NCF1 inh
O=C(c1ccc(COc2ccc(Br)cc2)o1)N1N=C(C(F)F)CC1(O)C(F)F (stereo unspecified) | -15 | 23 | 8 | 1 | 6 | -8 | -2 | 1 | -1
COc1cccc(CNC(=O)C2=C(C)C(=O)OC23CCC(C)CC3)c1 (stereo unspecified) | 3[20 µM] | 13 | 12 | 3 | 0 | 3 | -1 | -1 | 3
c1ccc(OCCOCCN2CCc3ccccc3C2)cc1 | -22 | 13 | 7 | 4 | 2 | 1 | 19 | -1 | -2
Cn1cc([N+](=O)[O-])c(C(=O)Nc2nccs2)n1 | -23 | -8 | 27 | 17* | -6 | 1 | -6 | -6 | -4
O=C1c2ccccc2C(=O)N1c1ccc(Cc2ccncc2)cc1 | -10 | 0 | 16 | -3 | -1 | -11 | -14 | 0 | 3

(list continues)
SMILES	Furin inhibitor	PPC-1+TRAIL kill	PGE2 EP2 inh	p97 inhibitor	BaF3 parental	RBBP9 inhibitor	Tb hexokinase	Ba/F3 V617F tox	NCF1 inh
COc1ccc2cc(Br)ccc2c1CC(=O)N(C)C	-19	34	8	-7	3	3	-6	-4	-14
O=C(N/C(=C/c1cccs1)C(=O)N1CCOCC1)c1ccccc1	-27	5	9	7	8	-5	-6	-2	-2
C=CCNC1=C(Cl)C(=O)N(c2ccccc2Cl)C1=O	-22	-6	-1	6	5	-8	-5	0	-11
COc1cc(C(=S)N2CCC(C(N)=O)CC2)ccc1O	-21[20 µM]	7	16	5	0	-2	-7	-1	0
CC(C)OCC(O)CS(=O)(=O)Cc1ccccc1 (stereo unspecified)	-19[20 µM]	1	17	-1	0	-5	-7	-6	-3
O=C(CSc1nc2ccccc2c(=O)n1CC1CCCO1)NCC1CCCO1 (stereo unspecified)	-25	0	4	1	7	-4	3	-3	-2
CC(C)Cn1c(N)c(C(=O)COC(=O)C2=COCCO2)c(=O)n(C)c1=O	-26	.	5	4	4	-4	5	-2	5
O=C(O)c1ccccc1-c1nc2ccccc2c(=O)n1O	-25	7	7	2	3	-13	-7	0	-7
CC(C(=O)NCC1CCCO1)n1cc([N+](=O)[O-])cn1 (stereo unspecified)	-19	4	3	2	5	1	-3	1	-1
Cc1cc(C(=O)C(=O)N(C)C)c(C)n1-c1ccc([N+](=O)[O-])cc1	-8[20 µM]	1	7	2	5	-6	-16	-3	-3
COc1ccc(C(=O)Nn2c(SCc3cccc([N+](=O)[O-])c3)nc3ccccc3c2=O)cc1	0	34	5	-1	3	-25	-7	-1	5
CCCCN1CNC(=S)N(CCc2ccc(OCC)c(OCC)c2)C1	-26	-11	5	-6	2	2	-15	-4	-3
CCN(CC)Cc1c(O)ccc2occ(C(=O)c3ccc(OC)cc3)c12	-13[20 µM]	-4	10	-8	2	-4	5	-1	-23
CCN1CCN(CC(=O)N2N=C(c3cccs3)CC2c2ccc(OC)c(OC)c2)C(=O)C1=O (stereo unspecified)	-13	31	7	1	3	4	-13	-4	-1
CCN(CC(=O)Nc1sc2c(c1C#N)CCC(C)C2)Cc1nc2ccccc2c(=O)[nH]1 (stereo unspecified)	-11	-12	5	5	8	-5	-2	3	-29
Cc1[nH]nc(-c2ccc(OCc3cnn(-c4ccccc4)c3)c(C)c2O)c1Oc1ccccc1	-20[20 µM]	8	10	-2	3	-3	-12	3	-2
Cc1c(NC(=S)N/N=C/C=C/c2ccc([N+](=O)[O-])cc2)c(=O)n(-c2ccccc2)n1C	3	-7	6	-1	2	-15	-37	2	6
Oc1cccc(C(=S)N2CCN(Cc3ccccc3)CC2)c1	14[20 µM]	-1	8	6	1	-3	-6	-4	-4
CN(C)/C=C1/NC(=S)NC1=O	-3	-8	5	5	-7	3	-53	-5	-10
Cc1nnc(SCC(=O)Nc2ccc3c(c2)OCCO3)s1	-25[20 µM]	21	7	4	4	-2	4	1	-6
COc1cc(CNC(=O)c2nc(Cn3nc(C)c(Br)c3C)no2)cc(OC)c1	-10	25	4	-4	3	-1	-5	-1	6
N#Cc1cccc(NC(=O)COC(=O)c2ccccc2Sc2ccccc2C#N)c1	-20	1	7	8	4	-6	4	-2	-30
C=CCN(CC=C)C(=O)C[n+]1ccc(C(N)=O)cc1	-21	-12	5	4	-2	-4	-7	-2	-11
CNC(=O)CSc1nnc(-c2ccccc2)n1C	-19	16	4	-3	1	-5	-3	3	-17
O=C(O)CCc1ccc(-c2cccs2)n1NC(=O)c1cccs1	-27	1	3	2	7	-8	0	0	-9
SMILES	Furin inhibitor	PPC-1+TRAIL kill	PGE2 EP2 inh	p97 inhibitor	BaF3 parental	RBBP9 inhibitor	Tb hexokinase	Ba/F3 V617F tox	NCF1 inh
COC(=O)CNC(=O)c1ccc2c(c1)S(=O)(=O)c1ccccc1C2=O	-14	4	22	0	10	-2	1	4	-15
CS(=O)(=O)NNC(=O)Cn1nnc(-c2cc(C(F)(F)F)cc(C(F)(F)F)c2)n1	-20	4	4	1	1	-10	-8	0	-19
CCn1c(=O)n(CC(=O)NCc2ccco2)c(=O)c2ccccc21	-31	14	13	5	2	-4	2	-2	-12
COc1ccc2c(c1)CC/C(=C\c1ccc(C)o1)C2=O	-11	12	6	-2	2	7	-1	0	-18
C[C@@H](C(=O)N1CCNCC1)n1cc(CCC(=O)O)nn1	-25	6	2	0	-4	-3	-7	0	-4
O=C(COC(=O)c1cccc(S(=O)(=O)N2CCN(c3ccccc3)CC2)c1)NCC1CCCO1 (stereo unspecified)	-31	15	1	-4	0	-4	6	3	-7
CSc1ccc(CN(C)C(C)C(=O)Nc2ccc(F)c(F)c2F)cc1 (stereo unspecified)	-32	8	10	-1	-2	-1	3	-3	-13
COc1ccccc1N1C(=O)[C@@H]2C(C(=O)CN3C(=O)c4ccccc4C3=O)=NN[C@@H]2C1=O	-9	8	11	-3	1	-9	-26	5	-5
CCCCCNC(=O)c1ccc2c(=O)n(CCCN3CCCC3=O)c(=S)[nH]c2c1	-21	3	6	3	2	3	-8	-3	6
COc1ccc(CC(=O)Nc2ccc(S(=O)(=O)Nc3cc(C)on3)cc2)cc1OC	-19[20 µM]	-6	16	14	1	-7	-10	-2	-3
Cc1ccc2[nH]ccc(=O)c2c1	-11	-2	5	0	3	-3	-8	2	3
COc1ccc2c(c1)c(CC(=O)OCC(N)=O)c(C)n2C(=O)c1ccc(Cl)cc1	-25	18	8&9	-2	-12	-1	-14	2	-8
CCOC(=O)N1CCC(Nc2cccc(SC)c2)CC1	-11	3	13	4	4	4	7	0	-11
COC(C[C@@H](O)CC(=O)COCc1ccccc1)OC	-24	10	6	.	.	.	-11	.	5
COC(=O)CC1C(=O)NCCN1C(=O)CSc1nc2cc(Cl)ccc2o1 (stereo unspecified)	-21	-8	4	5	7	-5	1	-3	-3
COc1ccc(NC(=O)C2CCCN2C(=O)Oc2ccccc2)cc1 (stereo unspecified)	-19	23	0&4	3	6	2	-3	-1	-5
COC(=O)c1ccc(NCC(=O)Nc2cc(C)cc(C)c2)cc1	-3	0	2	-5	0	-11	-1	6	1
Cc1ccc(SCc2ccc(C(=O)Nc3ccccc3Br)cc2)cc1	-20	-3	8	8	3	-2	2	-6	7
CCOC(=O)c1cnn(CCOC(=O)c2cccs2)c1NC(=O)c1cccs1	-24	3	9	3	2	-6	2	-2	-6
O=C1/C(=C/c2cccnc2)Oc2cc(OS(=O)(=O)c3ccccc3)ccc21	-17[20 µM]	5	7	6	3	5	-4	-3	-4
CC(=O)Nc1ccc2c(c1)C(C)(C)C(C)N2C (stereo unspecified)	-28	10	7	-4	6	-110	1	3	-113
CC(=O)N(Cc1c(C)nn(-c2ccccc2)c1Cl)c1ccc(Cl)cc1	-24[20 µM]	-8	12	-6	4	-4	-1	0	-7
CC1CC(C)CN(CC(=O)N2CCc3[nH]c4ccccc4c3C2)C1 (stereo unspecified)	-7[20 µM]	18	11	0	8	3	5	-1	-2
CC(C)(C)N(Cc1ccccc1)C(=O)COC(=O)Cn1cnc2ccccc2c1=O	-25	19	7	4	6	-6	1	-3	-12
